TNAP inh hiacc = TNAP (human) inhibition, high acceptor. AID 1135. 200,000 tested, 0.03% active. P05186. purified TNAP, CDP-star luminescence, 1 M DEA. inhibition, % at 20 µM;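 active = over 50% inhibition of tissue-nonspecific alkaline phosphatase at 20 µM in the single-dose screen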;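 note: plate controls were DMSO wells for no effect and EDTA-quenched wells as full inhibition for full effect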
Target sequence (P05186 whole entry, looked up): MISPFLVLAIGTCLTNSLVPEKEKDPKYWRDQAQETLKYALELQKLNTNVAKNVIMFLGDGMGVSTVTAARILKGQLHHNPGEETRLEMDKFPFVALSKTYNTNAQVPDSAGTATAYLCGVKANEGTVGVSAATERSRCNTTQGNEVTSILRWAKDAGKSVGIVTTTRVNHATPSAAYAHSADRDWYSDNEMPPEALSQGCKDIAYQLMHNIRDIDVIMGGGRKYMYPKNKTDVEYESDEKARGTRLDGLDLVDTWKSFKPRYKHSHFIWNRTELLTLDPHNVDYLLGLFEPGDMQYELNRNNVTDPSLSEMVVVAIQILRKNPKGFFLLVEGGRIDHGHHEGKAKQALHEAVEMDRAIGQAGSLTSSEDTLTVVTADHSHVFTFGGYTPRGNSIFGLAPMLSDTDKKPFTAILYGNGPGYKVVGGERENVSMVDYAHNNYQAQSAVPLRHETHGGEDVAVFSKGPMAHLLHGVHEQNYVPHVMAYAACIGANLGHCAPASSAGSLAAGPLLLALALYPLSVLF
bIAP inh = intestinal alkaline phosphatase (bovine) inhibition; purified bovine IAP, CDP-star luminescence, 30 min; inhibition, % at 20 µM; 190,000 tested, under 10 active; AID 1019;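 active = over 50% inhibition of intestinal alkaline phosphatase at 20 µM in the single-dose screen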
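System: Purified bovine intestinal alkaline phosphatase (IAP) enzyme | Input: IAP diluted 1/65,000,000 in the well | Also added: CDP-star chemiluminescent phosphatase substrate, 30 µM final | Dosing: 20 µM single dose | Times: Enzyme reaction for 30 min at room temperature | Detection: Luminescence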
TNAP act hiacc = increases human TNAP activity under high phosphate acceptor concentration | P05186 | purified TNAP, CDP-star luminescence, 1 M DEA, 30 min; active compounds read high; 0 = EDTA background, 1 = DMSO-only activity | activation factor at 20 µM | 200,000 tested, under 10 active;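 active = activation factor at least 2 at 20 µM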
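Assay system: human TNAP; Input: enzyme diluted 1/800 final; Reagent: CDP-star luminogenic substrate at 100 µM final; Timing: 30 min, room temperature; Signal: luminescence; Evaluation: TNAP activation factor scaled between EDTA and DMSO control wells.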
RAM inhibit = inhibitors of the yeast RAM network; inhibition, % at 50 µM; 190,000 tested, 1.8% active; S. cerevisiae dse1pr::URA3 reporter, 5-FOA growth OD615, 2 d; analog-sensitive cbk1-as2 kinase mutant strain;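 active = inhibition above a set limit, 3 SD over mean compound inhibition, cut at about 8.4% in these data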;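 note: 0% = DMSO-only wells with no growth and 100% = 10 µM 1-NA-PP1 full growth; inhibition rescues growth on 5-FOA so higher OD means more RAM inhibition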
APP 5UTR inh = APP translation inhibition. inhibition, % at 2 µM. SH-SY5Y APP 5'UTR-luciferase reporter, luminescence. 190,000 tested, 0.82% active;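 active = inhibition above a set limit, derived from the sample mean plus 3 SD, cut at about 45% in these data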; note: values of inactives mirror those of a sister screen read the other way
Lmaj promast = inhibitors of Leishmania major promastigote growth | Leishmania major promastigotes, resazurin fluorescence viability | inhibition, % at 10 µM | 200,000 tested, 9% active; in the data active = inhibition above about 50%;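 note: promastigotes grown with compound for 44 hours at 28 °C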
bIAP act = intestinal alkaline phosphatase (bovine) activation; purified bovine IAP, CDP-star luminescence, 30 min; active compounds read high; fold of DMSO-control signal, blank-subtracted; activation factor at 20 µM; 200,000 tested, 0.17% active;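 active = activation factor of 2 or more at 20 µM, a signal rise over negative controls twice the positive control's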
FLuc inhib CS = inhibits firefly luciferase, flagging false hits in luciferase inhibition screens; ATPLite firefly luciferase biochemical luminescence, 10 min; AID 1006; P08659; inhibition, % at 10 µM; 200,000 tested, 1.5% active;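 active = inhibition above about 50% when tested at 10 µM, limit read from the data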
Target sequence (P08659 whole entry, looked up): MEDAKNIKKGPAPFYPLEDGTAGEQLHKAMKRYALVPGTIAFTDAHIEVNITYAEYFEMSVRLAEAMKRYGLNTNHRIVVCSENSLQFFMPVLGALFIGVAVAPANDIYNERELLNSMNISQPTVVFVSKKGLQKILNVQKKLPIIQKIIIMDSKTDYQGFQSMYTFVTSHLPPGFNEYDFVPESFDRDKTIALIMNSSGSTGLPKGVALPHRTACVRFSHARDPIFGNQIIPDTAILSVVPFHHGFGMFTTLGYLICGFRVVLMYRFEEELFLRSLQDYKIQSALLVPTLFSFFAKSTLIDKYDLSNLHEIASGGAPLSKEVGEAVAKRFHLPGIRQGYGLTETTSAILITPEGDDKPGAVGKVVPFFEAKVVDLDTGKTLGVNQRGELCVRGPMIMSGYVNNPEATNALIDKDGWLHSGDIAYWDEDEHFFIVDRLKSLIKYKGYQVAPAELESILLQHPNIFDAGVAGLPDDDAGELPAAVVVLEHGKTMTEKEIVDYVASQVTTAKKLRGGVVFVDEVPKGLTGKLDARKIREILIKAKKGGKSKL
FLuc stim CS = affects firefly luciferase, flagging false hits in luciferase stimulation screens | P08659 | ATPlite luciferase biochemical, luminescence, 10 min; 0 = ATP-free wells, 1 = DMSO control | activation factor at 10 µM | 200,000 tested, under 10 active;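 active = luciferase activation factor, scaled between plate controls, of at least 2 with compound at 10 µM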
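Material: Luciferase/luciferin reagent mix | Doses: Test compounds dosed from 2 mM stocks in 100% DMSO | Timing: 10 min incubation after luciferase reagent addition, room temperature | Measured by: Luminescence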
TNAP inh noacc = inhibitors of human TNAP without phosphate acceptor; P05186; purified TNAP, CDP-star luminescence, 30 min; inhibition, % at 20 µM; 200,000 tested, 0.26% active; AID 1012;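 active = tissue-nonspecific alkaline phosphatase inhibition above about 50% at 20 µM in the single-dose screen, limit read from the data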;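 note: 0% = DMSO negative control and 100% = EDTA positive control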
Numbers without * were called inactive; . = no result given.

SMILES | TNAP inh hiacc | bIAP inh | TNAP act hiacc | RAM inhibit | APP 5UTR inh | Lmaj promast | bIAP act | FLuc inhib CS | FLuc stim CS | TNAP inh noacc
CN(C)C(=O)c1ccc2c(c1[N+](=O)[O-])C(=O)c1ccccc1C2=O | -1 | 8 | 1 | 1.3 | -66 | 33 | 0.9 | -4 | 1 | -9
CCCCCCc1c(O)c2ccccc2[nH]c1=O | -2 | 4 | 1 | 1.5 | -3 | 12 | 1 | -4 | 1 | -8
Cc1noc(NC(=O)c2ccccc2C(F)(F)F)c1C#N | -8 | 11 | 1.1 | -0.7 | 13 | -3 | 0.9 | -8 | 1.1 | -7
CCN(CC)C(=O)C1CCCN(Cc2ccc(N(C)C)cc2)C1 (stereo not given) | -4 | -5 | 1 | 1.5 | . | . | 1.1 | -4 | 1 | -11
COc1cc(CNc2cccc(F)c2)cc(Br)c1O | 0 | -2 | 1 | 0.5 | 7 | -11 | 1 | 5 | 1 | -4
CCOC(=O)N1CCN(C2=NC3(CCCCC3)C(C#N)C(=O)N2)CC1 (stereo not given) | 2 | 1 | 1 | 0.5 | -16 | -10 | 1 | -1 | 1 | -6
CCOC(=O)N=S(=O)(Oc1ccc([N+](=O)[O-])cc1)c1ccc(Cl)cc1 (stereo not given) | 1 | -8 | 1 | 2.4 | -8 | 23 | 1.1 | -8 | 1.1 | -2
COc1ccc(NC(=O)c2c(Cl)n(C)c3ccccc23)cc1 | -6 | 11 | 1.1 | 3.1 | -22 | -4 | 0.9 | 34 | 0.7 | -13
COc1ccc(CN(Cc2nc3ccccc3c(=O)[nH]2)C(=O)C(C)(C)C)cc1 | -7 | 5 | 1.1 | 1.1 | 4 | 1 | 1 | -9 | 1.1 | -14
O=[N+]([O-])c1cccc(N/N=C/c2cccc3ccccc23)c1 | 4 | 18 | 1 | 7.0 | -31 | -1 | 0.8 | -10 | 1.1 | 14
Cc1cccc(NC(=O)c2ccc(CN3CCN(Cc4ccccc4)CC3)cc2)c1 | -5 | -3 | 1.1 | 0.9 | -11 | 100* | 1 | 2 | 1 | -5
Cc1ccc2nc(N3CCOCC3)c3nncn3c2c1 | -3 | 9 | 1 | 1.6 | -33 | -3 | 0.9 | -7 | 1.1 | -8
O=C(Cc1c(F)cccc1Cl)c1ccc(O)cc1O | -4 | 0 | 1 | -1.0 | -10 | -2 | 1 | -2 | 1 | -9
COc1ccc2c(c1)C(NC(C)=O)C(=O)N2CCc1ccccc1 (stereo not given) | 0 | 6 | 1 | 0.9 | 8 | -8 | 0.9 | -4 | 1 | -3
Cc1ccccc1N(C(=O)Cn1nnc(-c2cccs2)n1)C(C(=O)NCCC(C)C)c1ccco1 (stereo not given) | -3 | 5 | 1 | 4.8 | -4 | 19 | 1 | -6 | 1.1 | -8
O=C(Nc1ccccc1)OCN1C(=O)c2ccccc2C1=O | -7 | -2 | 1.1 | -0.1 | 6 | -1 | 1 | -1 | 1 | -10
Cc1nnc(SCC(=O)N/N=C/c2cc(Cl)c(O)c(Cl)c2)s1 | 0 | 2 | 1 | -0.1 | 2 | -3 | 1 | 0 | 1 | -2
O=C(NCC1CCCO1)C(=O)NCC(c1ccco1)N1CCN(c2ccccc2F)CC1 (stereo not given) | -2 | -14 | 1 | 0.1 | 6 | 53* | 1.1 | 2 | 1 | 4
CCn1c(CNc2ccc(OC)cc2)nnc1SCC(=O)N1CCCc2ccccc21 | 1 | 0 | 1 | 1.1 | -3 | 0 | 1 | -2 | 1 | -6
CCn1c(C)[n+](CC)c2ccc(C(=O)N(C)c3ccccc3)cc21 | -8 | 6 | 1.1 | 1.4 | 16 | -4 | 0.9 | -6 | 1.1 | -15
COC(=O)Cc1c(C)nc2nc(-c3ccccc3)[nH]n2c1=O | -3 | 0 | 1 | 3.4 | 6 | 1 | 1 | 6 | 0.9 | -8
CCCC(=O)NC(=S)Nc1ccc(N2CCN(C(=O)c3cccs3)CC2)cc1 | -4 | 8 | 1 | 0.6 | 10 | -5 | 0.9 | -5 | 1 | -13
O=C(Nc1ccc(Cl)cc1C(=O)Nc1ccc(Br)cn1)c1ccco1 | 1 | 4 | 1 | 1.1 | -35 | 14 | 1 | -5 | 1 | -6
Cc1nc(NC(=O)CSc2nnc(Cn3nnc4ccccc43)n2C)sc1C | -2 | -6 | 1 | 0.4 | 0 | 4 | 1.1 | -3 | 1 | -2
Cc1cccc(CN2CCN(Cc3cccc(-n4cccn4)c3)CC2CCO)n1 (stereo not given) | -2 | 1 | 1 | 0.1 | -16 | -4 | 1 | -4 | 1 | -3
(cont.)
SMILES | TNAP inh hiacc | bIAP inh | TNAP act hiacc | RAM inhibit | APP 5UTR inh | Lmaj promast | bIAP act | FLuc inhib CS | FLuc stim CS | TNAP inh noacc
CC(=O)NCCCc1c[nH]c2ccc(Cl)cc12 | -5 | 5 | 1.1 | 3.9 | 2 | -2 | 0.9 | -6 | 1.1 | 4
O=C1c2oc3ccccc3c(=O)c2C(c2ccccn2)N1Cc1ccccc1 (stereo not given) | 2 | 11 | 1 | 1.3 | 2 | -2 | 0.9 | -4 | 1 | -6
COc1ccc(CCN2CC(C(=O)Nc3ccc4c(c3)OCO4)CC2=O)cc1OC (stereo not given) | 2 | 1 | 1 | -0.1 | 7 | -1 | 1 | -2 | 1 | -2
CS(=O)(=O)N1CCc2cc(-c3csc(NC(=O)Cc4cccs4)n3)ccc21 | -4 | 1 | 1 | 3.6 | 0 | 40 | 1 | -6 | 1.1 | -4
CCOc1cc(/C=N/NC(=S)Nc2ccccc2C(F)(F)F)ccc1OCC(=O)N1CCOCC1 | -2 | 48 | 1 | 3.9 | -8 | 7 | 0.5 | -2 | 1 | -15
CCOc1cc(C#N)c(NC(=O)c2cccnc2Cl)cc1OCC | 0 | 9 | 1 | 3.6 | 11 | -7 | 0.9 | -5 | 1.1 | -15
COc1ccc(C(CC(=O)c2ccccc2)C2CCCCC2=O)cc1 (stereo not given) | -4 | 15 | 1 | 6.2 | -16 | 7 | 0.8 | -6 | 1.1 | -5
CC(=O)NC1(c2nnnn2CCOC(=O)Nc2ccc(Cl)cc2)CCCCC1 | -2 | -14 | 1 | 1.9 | 14 | -9 | 1.1 | -3 | 1 | -7
Fc1cccc(NC(=S)N2CCCC2)c1 | -1 | -8 | 1 | 0.3 | 14 | 63* | 1.1 | -9 | 1.1 | -20
CSc1ccc(NC(=O)N2CC=C(n3c(=O)[nH]c4ccccc43)CC2)cc1 | 0 | 3 | 1 | 5.3 | -7 | 27 | 1 | -5 | 1.1 | 10
CCOc1ccccc1NC(=S)Nc1ccc(S(N)(=O)=O)cc1 | -8 | 18 | 1.1 | 0.5 | -13 | 7 | 0.8 | -8 | 1.1 | 32
COc1ccc(C(=O)OCC(=O)c2c(N)n(C)c(=O)n(C)c2=O)cc1OC | 1 | 4 | 1 | 0.3 | -6 | 10 | 1 | -5 | 1.1 | -2
COc1ccc(CCNc2oc(COc3ccccc3F)nc2C#N)cc1 | -5 | 40 | 1.1 | 5.3 | 0 | -3 | 0.6 | -7 | 1.1 | -3
Cc1cc(NC(=O)C2CC(c3ccc(F)cc3)=NO2)no1 (stereo not given) | -1 | 6 | 1 | -0.5 | 9 | -5 | 0.9 | -2 | 1 | -6
COc1ccc(C(=O)NCc2cccnc2)cc1Br | -2 | 2 | 1 | 1.2 | -1 | -5 | 1 | 4 | 1 | -21
O=c1cc(NCC2CCCO2)[nH]c(=O)n1-c1ccc(Cl)cc1 (stereo not given) | -3 | 10 | 1 | 1.3 | 0 | 1 | 0.9 | -2 | 1 | -10
O=C(c1nc2ccccn2c1CNCCCn1cccn1)N1CCCC1 | -8 | 8 | 1.1 | 1.1 | 10 | 6 | 0.9 | -7 | 1.1 | -16
Cn1c(NC(=O)C[n+]2cc(-c3ccc(F)cc3)n3c2CCC3)cc(=O)n(C)c1=O | 0 | 10 | 1 | -0.4 | -14 | 4 | 0.9 | -8 | 1.1 | -6
Cc1nn(-c2cc(N3CCOCC3)ccc2[N+](=O)[O-])c(=O)c2ccccc12 | 4 | 15 | 1 | 0.0 | -1 | -2 | 0.8 | -4 | 1 | -4
CCOC(=O)Cn1c(=O)oc2cc(S(=O)(=O)N(CCN(C)C)Cc3ccccc3)ccc21 | -2 | 7 | 1 | 2.7 | 8 | -10 | 0.9 | -5 | 1.1 | -14
O=C(Cn1[nH]c(=O)c2ccccc2c1=O)Nc1cccnc1 | -6 | 5 | 1.1 | 1.2 | 0 | 0 | 1 | -3 | 1 | -8
CC(=O)c1ccc(N2CCN(Cc3nc(Cc4ccccc4)no3)CC2)cc1 | 0 | 0 | 1 | 0.9 | -15 | -4 | 1 | 0 | 1 | -6
CN1CCN(CC(=O)N2c3ccccc3C(C)(c3ccccc3)CC2(C)C)CC1 (stereo not given) | -4 | 4 | 1 | 0.4 | -11 | 12 | 1 | -8 | 1.1 | -6
CCOC(=O)C1CCCN(Cc2nc(N)nc(Nc3ccc(OC)cc3)n2)C1 (stereo not given) | -5 | 1 | 1 | 0.2 | 8 | 4 | 1 | -5 | 1 | -10
COc1ccccc1N1CC(O)=C(c2nc3ccccc3s2)C1=N | -12 | -18 | 1.1 | 1.7 | -2 | 9 | 1.2 | 2 | 1 | -12
(further entries)
SMILES | TNAP inh hiacc | bIAP inh | TNAP act hiacc | RAM inhibit | APP 5UTR inh | Lmaj promast | bIAP act | FLuc inhib CS | FLuc stim CS | TNAP inh noacc
COc1ccc(CNCC(O)(c2ccc(Cl)cc2)c2ccc(Cl)cc2)cc1 | 1 | 42 | 1 | -0.1 | -24 | 101* | 0.6 | 0 | 1 | -10
CCN1CCN(C(=O)CN(C)S(=O)(=O)c2cc(C)ccc2OC)CC1 | -6 | -8 | 1.1 | 1.4 | 10 | -1 | 1.1 | -4 | 1 | -10
CCOC(=O)C(=NCCCN(C)C)NNc1ccc(Br)cc1 | -1 | 2 | 1 | -1.6 | -15 | 67* | 1 | -7 | 1.1 | 13
COCCN(C(=O)Nc1ccccc1)c1ccccc1C | -2 | 6 | 1 | 0.7 | -4 | -3 | 0.9 | -8 | 1.1 | -5
CCS(=O)(=O)N1CCC(C(=O)NCCN2CCOCC2)CC1 | 3 | 2 | 1 | 1.2 | -18 | -4 | 1 | -4 | 1 | -3
CC(=O)c1cccc(N(C(=O)c2ccccn2)C(C(=O)NC2CCCCC2)c2cccs2)c1 (stereo not given) | 9 | -10 | 0.9 | 0.5 | -6 | -6 | 1.1 | 4 | 1 | 7

Fetched by compound from the list above (3):
SMILES | TNAP inh hiacc | bIAP inh | TNAP act hiacc | RAM inhibit | APP 5UTR inh | Lmaj promast | bIAP act | FLuc inhib CS | FLuc stim CS | TNAP inh noacc
CCN1CCN(C(=O)CN(C)S(=O)(=O)c2cc(C)ccc2OC)CC1 | -6 | -8 | 1.1 | 1.4 | 10 | -1 | 1.1 | -4 | 1 | -10
CC(=O)c1cccc(N(C(=O)c2ccccn2)C(C(=O)NC2CCCCC2)c2cccs2)c1 (stereo not given) | 9 | -10 | 0.9 | 0.5 | -6 | -6 | 1.1 | 4 | 1 | 7
CCOC(=O)C(=NCCCN(C)C)NNc1ccc(Br)cc1 | -1 | 2 | 1 | -1.6 | -15 | 67* | 1 | -7 | 1.1 | 13

Compound activity deposited in PubChem BioAssay by several laboratories.
